# KDM5B inhibitor – inhibitors of human KDM5B histone demethylase; KDM5B demethylase, FDH-coupled NADH fluorescence (FDH is formaldehyde dehydrogenase); Potency, µM (series often up to 57.7 µM), for inactives: at the top dose activity change, negative = inhibition, usual class: inhibitors; 220,000 compounds, 2.6% hits; AID 1347165; active = well fitted inhibition curve with a large enough effect; inconclusive = small, poorly fitted or top-dose-only effect; inactive = no such curve, though single readings can be large or run the other way; note: 0% is about no effect; nearly all actives have a fitted effect of over 70% in size
# Target sequence (Q9UGL1 whole entry, looked up): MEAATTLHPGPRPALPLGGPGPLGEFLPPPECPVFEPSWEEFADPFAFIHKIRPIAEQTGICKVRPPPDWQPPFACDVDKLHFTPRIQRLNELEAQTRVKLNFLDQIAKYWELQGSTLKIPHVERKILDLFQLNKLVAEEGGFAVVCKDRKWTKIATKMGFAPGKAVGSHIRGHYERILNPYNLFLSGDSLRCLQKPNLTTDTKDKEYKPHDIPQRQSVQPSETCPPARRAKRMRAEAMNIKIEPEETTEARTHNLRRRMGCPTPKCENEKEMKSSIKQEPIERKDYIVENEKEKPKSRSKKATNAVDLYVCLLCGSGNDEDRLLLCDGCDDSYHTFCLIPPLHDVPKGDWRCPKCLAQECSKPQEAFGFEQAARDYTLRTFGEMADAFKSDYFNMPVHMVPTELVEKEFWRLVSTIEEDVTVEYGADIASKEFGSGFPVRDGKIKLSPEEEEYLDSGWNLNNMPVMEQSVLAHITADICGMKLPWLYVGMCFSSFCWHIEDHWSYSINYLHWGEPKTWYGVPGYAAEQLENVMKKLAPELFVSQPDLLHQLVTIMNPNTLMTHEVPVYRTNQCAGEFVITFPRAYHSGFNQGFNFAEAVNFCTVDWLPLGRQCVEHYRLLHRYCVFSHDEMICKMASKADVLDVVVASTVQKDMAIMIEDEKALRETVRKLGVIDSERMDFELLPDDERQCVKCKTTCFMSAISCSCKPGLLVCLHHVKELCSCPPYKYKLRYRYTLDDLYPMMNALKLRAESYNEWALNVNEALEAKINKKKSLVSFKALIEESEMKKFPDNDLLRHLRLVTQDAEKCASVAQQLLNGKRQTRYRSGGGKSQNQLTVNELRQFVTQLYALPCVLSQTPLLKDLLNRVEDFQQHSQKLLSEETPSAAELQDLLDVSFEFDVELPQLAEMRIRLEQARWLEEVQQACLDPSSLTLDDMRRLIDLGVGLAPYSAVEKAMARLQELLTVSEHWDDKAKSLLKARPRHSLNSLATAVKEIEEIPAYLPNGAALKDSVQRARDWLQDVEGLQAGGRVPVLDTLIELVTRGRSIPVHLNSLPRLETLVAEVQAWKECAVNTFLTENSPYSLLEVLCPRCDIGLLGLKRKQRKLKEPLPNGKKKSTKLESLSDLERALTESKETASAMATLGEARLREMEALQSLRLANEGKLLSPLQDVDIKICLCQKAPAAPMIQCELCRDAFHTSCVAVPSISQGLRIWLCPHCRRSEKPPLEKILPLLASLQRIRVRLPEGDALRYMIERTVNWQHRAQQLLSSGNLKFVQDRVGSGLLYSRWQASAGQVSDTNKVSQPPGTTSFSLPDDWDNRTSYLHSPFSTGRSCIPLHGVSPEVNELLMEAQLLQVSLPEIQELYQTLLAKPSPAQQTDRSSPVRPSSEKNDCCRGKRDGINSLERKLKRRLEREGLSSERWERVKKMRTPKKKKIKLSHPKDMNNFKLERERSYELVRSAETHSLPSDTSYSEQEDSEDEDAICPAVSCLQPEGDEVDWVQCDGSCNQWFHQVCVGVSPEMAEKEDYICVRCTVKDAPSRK
#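 Inhibition is measured as reduced NADH fluorescence generation from FDH coupling to formaldehyde release. Truncated KDM5BΔAP at 200 nM final acts on H3K4me3 peptide (12.5 µM in substrate mix) in pH 7.5 HEPES buffer with Tween-20, 30 min, room temperature.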
# An asterisk follows results filed as active; ? = inconclusive; & = joins results of further samples; [ ] = dose if it differs, or a comment. Potency is the fitted concentration of half-maximal effect. These rows are one share of the data; count on the stated rates, not on these rows.
# Preview (2 entries):
KDM5B inhibitor | SMILES
? | O=C(O)c1cc2c(cc1NC(=O)C1CCCC1)OCCO2
-16.8% | O=C(Cn1cccc1-c1nc(-c2ccc3c(c2)OCO3)no1)NCCc1ccccc1

# Main list, repeating the preview:
KDM5B inhibitor | SMILES
? | O=C(O)c1cc2c(cc1NC(=O)C1CCCC1)OCCO2
-16.8% | O=C(Cn1cccc1-c1nc(-c2ccc3c(c2)OCO3)no1)NCCc1ccccc1
-0.2% | O=C(NCCc1ccccn1)c1ccc(C2CCCCC2)cc1
? | COc1ccccc1/C=C(\NC(=O)c1cccc(C)c1)C(=O)Nc1ccccn1
-10.9% | O=C(CC[C@@H]1CNC(=O)[C@@H]2C[C@H](NS(=O)(=O)c3ccc(F)cc3)CN12)NCc1ccccc1
-14.5% | O=C(COc1ccccc1)Nc1ccc2c(=O)c3ccccc3oc2c1
7.1% | CC(C)Oc1cccc(-c2nnc(CCC(=O)NCC3CCCCC3)c(=O)[nH]2)c1
? | O=C(c1ccncc1)N1CCC(Oc2ccccc2-c2nc(-c3ccccc3)no2)C1 (stereo unspecified)
28.4% | COc1ccc(S(=O)(=O)N2CCN(C(=O)CCOc3ccccc3)CC2)cc1OC
4.9% | CC(=O)c1sc(-c2ccc(Br)cc2)nc1C
? | N#Cc1ccc(CN2CCc3nc(C(=O)NCc4cccc(F)c4)oc3CC2)cc1
4.3% | CCN(Cc1ccccc1)Cc1nc(CCc2ccccc2)no1
-20.5% | O=C(CC[C@H]1NC(=O)c2ccccc2NC1=O)Nc1ccncc1
3.4% | COc1ccc(C(=O)N2CCCCCCNC(=O)[C@@H]3CCCC[C@@H]32)cc1F
-8.2% | O=C(NCC(=O)N1CCC(Cc2ccccc2)CC1)c1ccc(Cl)cc1
19.1% | CCCc1nnc(NC(=O)c2cc(-c3ccc(OC)cc3)on2)s1
8.1% | Cc1ccc(C)c(C(=O)N2C[C@@H](CO)[C@H](c3ccncc3)C2)c1
13.6% | O=C(CSCc1coc(-c2ccc(Cl)cc2)n1)NCCc1ccccc1
484.0%[activator] | CCOc1ccc(-c2cc(NC(=O)Nc3cccc(C(C)=O)c3)c(C(=O)OC)s2)cc1
7.2% | COCCn1c(C)cc(O)c(C(c2ccccc2OC)N2CCCCC2)c1=O (stereo unspecified)
-13.4%[86.2 µM] | COc1cccc(CN(C)Cc2cccn2C)c1
-3.8% | CCOc1ccccc1C(=O)NC1CC(c2nnc(CN(C)C)n2C)C1 (stereo unspecified)
? | CC(NC(=O)C(=O)Nc1nccs1)c1ccccc1 (stereo unspecified)
-12.1% | Cc1cc(N2CCCN(C(=O)Nc3nncs3)CC2)ccn1
? | COc1ccccc1C(=O)Nc1c(C(=O)NC(C)(C)C)oc2ccccc12
35.5µM* | CC(=O)NC1(C)CN(Cc2ccc(-c3ccc4c(ccn4C)c3)s2)C1
-29.6% | O=C(OCc1cc(=O)oc2cc(O)ccc12)c1ccc(N2CCOCC2)nc1
-6.9% | COc1cc(OC)c(NC(=O)C(C)n2nc(-c3ccc(C)cc3)c3c(c2=O)CCCC3)cc1Cl (stereo unspecified)
9.3% | CCc1cccc(C)c1NC(=O)CCc1ncc(-c2ccccc2F)o1
1.1% | Cc1ccc(NC(=S)Nc2ccccn2)c(C)c1
14.1% | COCCNS(=O)(=O)c1cc(C(=O)O)cc(-c2ccncc2)c1
? | COc1ccc(-c2ccc3nnc(CNC(=O)Cc4cccc(F)c4)n3n2)cc1
? | CCOC(=O)c1c(S(=O)(=O)N2CCCC(C(=O)Nc3cccc(C#N)c3)C2)c(C)n(C)c1C (stereo unspecified)
5.8% | Cc1ccc(NC(=O)CC(C)(C(=O)O)c2ccccc2)c(C)c1 (stereo unspecified)
-6.0% | Cc1nc(SCC(=O)N2CCOCC2)c2c(C)c(C)sc2n1
17.5% | CCOCCCNC(=O)NCCc1noc(-c2cccnc2)n1
? | FC1CCN(Cc2cn(Cc3ccccc3)nc2-c2cc3ccccc3o2)CC1
-6.4%[86.2 µM] | O=C1NC2(CCCN(C(=O)c3ccc(F)cc3)C2)Oc2ccccc21 (stereo unspecified)
11.3% | Cc1oc2c(F)c(F)c(F)c(F)c2c1S(=O)(=O)Nc1cccc(C(F)(F)F)c1
21.8% | Cc1cc(C)cc(NC(=O)[C@@H](NC(=O)c2ccco2)C(C)C)c1
13.7% | Cn1c(=O)c2[nH]c(SCc3ccccn3)nc2n(C)c1=S
-26.5% | O=C([C@H]1CCC[C@@H](O)C1)N1CCN(Cc2ccc(C(F)(F)F)cc2)CC1
? | CCCCC1CCC(c2nc(C#N)c(N3CCN(C)CC3)o2)CC1 (stereo unspecified)
-23.8% | COc1ccc(-c2nc(C)nc3c2CCN(C(=O)c2ccccc2OC)CC3)cc1
? | COc1ccc(S(=O)(=O)NCC2CCCO2)cc1NC(=O)c1ccccc1F (stereo unspecified)
7.7%&2.6% | Cc1ccc(C(=O)Nc2ccc(C(=O)O)cc2)cc1S(=O)(=O)N1CCC(C)CC1
-15.5% | O=S(=O)(NCc1csc(-c2ccccc2)n1)c1ccccc1
10.1% | Cn1c(CC2CCS(=O)(=O)C2)nnc1SCC(=O)Nc1ccc(Oc2ccccc2)cc1 (stereo unspecified)
12.1% | CCCCNC(=O)Nc1ccccc1CC(N)=O
3.0% | N#CC1(NC(=O)COC(=O)CSc2nc3ccccc3o2)CCCCC1
-1.4% | Cc1cc2nc(/C=C/c3cccc(C(F)(F)F)c3)sc2cc1C
? | Cc1ccc(C(=O)Nc2ccc(Br)cc2)cc1S(=O)(=O)NCc1ccccc1
-1.5% | C[C@@]1(O)CCN(CC(=O)N2CCOc3ccccc32)C[C@@H]1O
? | O=C(NCCc1ccccc1)c1ccc(Cn2c(SCc3cccc(F)c3)nc3cccnc32)cc1
? | COc1cc(F)ccc1-c1cc(-c2c(C)noc2C)c2cncn2c1
-8.5% | Cc1nc(/C=[N+](\[O-])C(C)(C)/C=N/O)n(O)c1C
? | CCNC(=O)c1ccccc1N
-8.2% | CC(CNC(=O)c1ccc(OC2CCN(Cc3ccccn3)CC2)cc1)Oc1cccnc1 (stereo unspecified)
? | COc1ccc2ccccc2c1CN1CCc2ccccc2C1
-3.2% | O=C(Nc1ccc2oc(-c3ccc(F)cc3)nc2c1)c1ccc([N+](=O)[O-])o1

# 3 compounds out of the list above, arranged by the number in KDM5B inhibitor, lowest first.
KDM5B inhibitor | SMILES
-26.5% | O=C([C@H]1CCC[C@@H](O)C1)N1CCN(Cc2ccc(C(F)(F)F)cc2)CC1
-1.4% | Cc1cc2nc(/C=C/c3cccc(C(F)(F)F)c3)sc2cc1C
10.1% | Cn1c(CC2CCS(=O)(=O)C2)nnc1SCC(=O)Nc1ccc(Oc2ccccc2)cc1 (stereo unspecified)

# (next part)
KDM5B inhibitor | SMILES
1.3%[115 µM] | Cn1cccc1CN1CCC2(CC1)C(=NC1CCCC1)NC(=O)N2c1cc(F)cc(F)c1
-14.1% | CNC(=O)NCCc1ncc(C)n1C1CCCCCCC1
-25.9% | COc1ccc(F)cc1S(=O)(=O)NCC(c1ccco1)S(=O)(=O)c1cccs1 (stereo unspecified)
-15.9%[86.2 µM] | COc1cccc(CN2CCc3nc(C(=O)Nc4nc(C)cs4)oc3CC2)c1
7.4% | O=C(CNC(=O)c1ccc(Br)o1)NCc1ccc(Cl)cc1Cl
4.0% | O=S(=O)(c1ccc(Cl)cc1)c1nnn2c1nc(NCc1ccccc1)c1sccc12
46.2%[activator] | CC(C)(C)n1nc(C2CCOCC2)nc1C1=NNC(=O)CC1
-5.1% | COC[C@@H]1CN(C(=O)c2ccc(F)cc2Cl)C[C@H]1C(N)=O
-21.1% | COc1cccc(Cn2c(=O)cc(C)c3c(C)nn(C)c32)c1
13.9%[86.2 µM] | O=C1NC2(CN(C(=O)c3ccccc3F)C2)Oc2ccccc21
? | NCCC(=O)N1CCC2(CC1)CN(C(=O)c1ccc(Cl)cc1)CCO2
-21.7% | CN1CCCCCC(O)c2cc(C(=O)NCc3ccc(F)cc3)ccc21 (stereo unspecified)
-19.7% | CCOc1cc2[nH]c(=O)n(CCC(=O)N3CCN(c4ccccc4)CC3)c(=O)c2cc1OCC
-4.2% | COCCCNC(=O)N1[C@H](c2cccs2)[C@@H](C)C(=O)[C@@H](C)[C@@H]1c1cccs1
1.2% | COc1ccc(-c2noc(-c3ccc(NCc4ccco4)c([N+](=O)[O-])c3)n2)cc1
? | CC(=O)Nc1ccc(C2(C(=O)NCc3ccco3)CCC2)cc1
? | CN1CCCN(S(=O)(=O)c2ccccc2F)c2ccccc21
-11.7%[115 µM] | Cc1ccc2c(c1)nc1n2[C@@H](CNC2CCC2)COC1
-5.7%[86.2 µM] | COc1ccc(C(=O)N[C@@H]2C=C[C@@H](c3c(C)nn(Cc4ccccc4)c3C)C2)cc1
? | Cc1oc(-c2cccs2)nc1CC(=O)N(Cc1ccc(C(=O)NC2CC2)cc1)C1CC1

# Given with each value named: 4 of the compounds above.
CC(C)(C)n1nc(C2CCOCC2)nc1C1=NNC(=O)CC1
  KDM5B inhibitor = 46.2%[activator]
Cc1ccc2c(c1)nc1n2[C@@H](CNC2CCC2)COC1
  KDM5B inhibitor = -11.7%[115 µM]
NCCC(=O)N1CCC2(CC1)CN(C(=O)c1ccc(Cl)cc1)CCO2
  KDM5B inhibitor = ?
COc1ccc(C(=O)N[C@@H]2C=C[C@@H](c3c(C)nn(Cc4ccccc4)c3C)C2)cc1
  KDM5B inhibitor = -5.7%[86.2 µM]

# Remaining list, next part
KDM5B inhibitor | SMILES
? | COc1ccc(NC(=O)/C=C/c2ccc(C(C)(C)C)cc2)cc1Cl
? | COC(=O)C1=CN(Cc2ccc(F)cc2)C=C(C(=O)OC)C1c1ccc(O)cc1
? | CCCc1ccc(C(=O)NNc2cc(Cl)ccc2Cl)cc1
12.2% | O=C(O)CO[C@@H]1COCC[C@H]1NC(=O)c1ccccc1-c1ncn[nH]1
-22.0% | CCOc1cc(CNc2cccc3[nH]c(C)nc23)ccc1OC
? | CCCN(C)c1ccc(/C=N/NC(=S)Nc2ccc(C)cc2)cc1
12.3% | Cc1cc([N+](=O)[O-])ccc1NC(=O)CSc1nccn1C
-9.0% | Cc1[nH]c2ccc(C(=O)N(Cc3ccccc3F)C3CC3)cc2c1C
8.6% | Cn1nc(C(=O)N2CCCc3ccc(F)cc32)c2ccccc2c1=O
2.1% | CC1CCCCN1C(=O)CN1CCN(C(=O)CCc2c[nH]c3ccccc23)CC1 (stereo unspecified)
15.6% | CCc1sc(C(=O)Nc2nccs2)cc1C
? | CC(=O)Nc1nc2n(n1)C(c1ccc(F)cc1)C=C(c1ccc(Cl)cc1)N2 (stereo unspecified)
-18.2% | O=C(Sc1cccc2cccnc12)c1ccccc1Cl
30.2% | COC(=O)c1nc(NC(=O)C[C@H]2NC(=O)c3ccccc3NC2=O)sc1CC(C)C
78.4%[activator] | CCCC(C(=O)NC1CCCC1)N(C(=O)c1snc(C(N)=O)c1N)c1ccc(F)cc1 (stereo unspecified)
-12.8% | C=CCN(CC=C)Cc1c(C)[nH]c2c(C)cc(C)cc2c1=O
? | Cc1ccc(-c2c3c(=O)n(C)c(=O)n(C)c3c3cnc4ccccc4n23)cc1
-15.1% | O=C(C1CCCCC1)N(Cc1cccnc1)c1nc2c(F)cc(F)cc2s1
? | Oc1ccc(O)c([S+]2CCCC(C3CCCCC3)C2)c1 (stereo unspecified)
-22.3% | CCc1ccccc1Nc1nc(-c2c(C)nc3sccn23)cs1
? | N#Cc1cccc(/C=C/C(=O)c2ccsc2)c1
-11.0% | CCC1Oc2ccc(NC(=O)Cc3ccc(F)cc3)cc2CN(Cc2cccc(OC)c2)C1=O (stereo unspecified)
-13.2% | COc1ccc(-c2nc(SCC(=O)Nc3c(C)cc(C)cc3C)n[nH]2)cc1
-4.9% | COc1ccc(C(=O)NNC(=O)C23CC4CC(CC(C4)C2)C3)c(OC)c1
? | COc1ccc2[nH]c(=O)c(CN(C(=O)c3cccnc3)c3cccc(C)c3)cc2c1
-5.2% | COc1cc(F)ccc1-c1ccc(=O)n(CC(=O)N(C)C2CCS(=O)(=O)C2)n1 (stereo unspecified)
-15.4% | COc1ccc(CNC(=O)CN2C(=O)c3cccnc3Oc3ccc(C)cc32)cc1
22.0% | Cc1cc(C)c(C(=O)COC(=O)c2cccc(C)c2C)cc1C
? | CC(C)c1noc(C(C)Sc2nc(-c3ccco3)nc3ccccc23)n1 (stereo unspecified)
? | O=C(Cc1ccc(N(Cc2cccc(F)c2)C(=O)c2ccco2)cc1)NCc1ccco1
-25.1% | COc1ccc(Nc2nc(N3CCN(Cc4ccccc4)CC3)nc3nccnc23)cc1
-9.7% | O=C(CSc1cn(CC(=O)N2CCCCC2)c2ccccc12)Nc1ccccc1
? | Cc1cc(=O)oc2cc(OCC(=O)NC3(C#N)CCCCC3)ccc12
12.6µM* | Cc1noc2c(-c3cccc(O)c3)cc(-c3cccs3)nc12
15.2% | COc1ccc(-n2nnnc2SCn2nnc3ccccc3c2=O)cc1
? | O=C(Nc1cccc(F)c1)c1cnc2c(c1)N(C(=O)Cc1cccc(C(F)(F)F)c1)CCC2
-11.3%[86.2 µM] | CCOC(=O)c1cccc(NC(=O)N2CC[C@@H](CC(=O)NCCN(C)C)[C@@H](CC)C2)c1
-11.1% | Cc1ccc(N2CCC(NC(=O)Cc3ccccc3Cl)C2=O)cc1 (stereo unspecified)
0.2% | CCOc1ccccc1-n1nnc(-c2nc(-c3ccccc3)no2)c1N
? | COc1ccc(N2CCN(C(=O)c3ccc4c(c3)CCN4S(C)(=O)=O)CC2)cc1
-2.3% | O=C(c1scc2c1OCCO2)N1CCCC2(CCC(=O)N(C3CC3)C2)C1 (stereo unspecified)
1.0%[115 µM] | COc1cccc(N2C(=O)NC(=NC3CCCCC3)C23CCCN(C(=O)c2ccccc2F)C3)c1 (stereo unspecified)
9.4% | CCCNc1nc(-c2ccc3c(c2)CCCN3S(C)(=O)=O)cs1
-26.6% | Cc1ccc(NC(=O)C2CCN(c3nnc(C)c4c(C)n(-c5ccccc5)nc34)CC2)c(Cl)c1

# Screening results from PubChem BioAssay.
